Assay outcomes: PubChem, Sanford-Burnham Center for Chemical Genomics
697 NFkB inh: inhibitors of PMA/ionomycin-induced NF-kB reporter, 697 cells, primary screen, B-cell NF-kB inhibitor project, cell-based, luminescence, uHTS; AID 435022, 2010; hit rate 0.33% among 330,000; 697 B-cell NF-kB luciferase reporter, 16 h; inhibition, % at 4 µM; in the data active = inhibition above about 35%
CCR6 antagonist: CCR6 receptor antagonists, primary screen, cell-based, CHO-K1, luminescence, beta-arrestin, uHTS; CHO-K1 CCR6 PathHunter beta-arrestin, CCL20-stimulated; inhibition, % at 20 µM; hit rate 0.49% among 340,000; C-C chemokine receptor type 6 (Homo sapiens), P51684;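 active = compounds whose inhibition of the agonist-driven luminescence signal at 20 µM reaches about 50%, limit read from the data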;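 also: cells stimulated with CCL20 at 14 nM final; plate controls were DMSO with CCL20 for no effect and DMSO without agonist for full effect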
EBI2 antag: EBI2 receptor antagonists, beta-arrestin recruitment, primary screen, cell-based, luminescence, 7a,25-OHC stimulation, uHTS; 7a,25-OHC stimulated; G-protein coupled receptor 183 (Homo sapiens), P32249; inhibition, % at 5 µM; AID 651636, 2012; hit rate 0.81% among 360,000; in the data active = inhibition above about 38%;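 also: enzyme fragment complementation signal reports receptor beta-arrestin coupling in cells; 0% = agonist plus DMSO wells and 100% = wells without agonist; some results beyond the cut were filed as inactive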
Gli-Sufu antag: Gli-Sufu pathway antagonists, primary screen, luciferase luminescence, Sufu-KO-LIGHT cells, uHTS; Sufu-KO-LIGHT fibroblasts, Gli luciferase reporter luminescence; inhibition, % at 5 µM; hit rate 0.74% among 340,000;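 active = inhibition above about 55%, limit read from the data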;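 also: 0% = DMSO-treated cells and 100% = wells with medium but no cells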
UBC13 inh: UBC13 polyubiquitin chain formation inhibitors, primary screen, biochemical, TR-FRET, uHTS. hit rate 0.47% among 330,000. AID 485273, 2010. Ubiquitin-conjugating enzyme E2 N (Homo sapiens), P61088. inhibition, % at 20 µM; in the data active = inhibition above about 45%, passing the limit was not always enough
Target sequence (P61088 whole entry, looked up): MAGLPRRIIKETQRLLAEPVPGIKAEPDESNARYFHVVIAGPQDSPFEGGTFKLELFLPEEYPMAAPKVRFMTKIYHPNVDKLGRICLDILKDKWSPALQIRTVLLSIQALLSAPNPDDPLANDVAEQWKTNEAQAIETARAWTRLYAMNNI
CXCR6 inh: CXCR6 receptor inhibitors, primary screen, cell-based, beta-arrestin, luminescence, CHO-K1 PathHunter, 1536-well | C-X-C chemokine receptor type 6 (Homo sapiens), O00574 | inhibition, % at 20 µM | hit rate 0.36% among 360,000 | AID 602244, 2012; in the data active = inhibition above about 34%, passing the limit was not always enough;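 also: antagonist mode with CXCL16 agonist at 10 nM final; 0% = 10 nM CXCL16 with DMSO and 100% = unstimulated wells without agonist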
Target sequence (O00574 whole entry, looked up): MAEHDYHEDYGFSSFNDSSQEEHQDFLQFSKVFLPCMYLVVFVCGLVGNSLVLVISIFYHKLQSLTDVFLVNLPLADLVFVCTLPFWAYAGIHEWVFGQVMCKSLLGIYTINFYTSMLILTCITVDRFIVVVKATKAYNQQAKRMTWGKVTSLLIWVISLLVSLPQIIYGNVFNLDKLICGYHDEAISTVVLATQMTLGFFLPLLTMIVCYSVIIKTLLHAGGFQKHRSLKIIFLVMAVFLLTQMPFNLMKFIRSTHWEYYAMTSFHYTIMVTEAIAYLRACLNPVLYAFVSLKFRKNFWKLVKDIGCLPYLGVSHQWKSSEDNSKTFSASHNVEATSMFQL
APJ antag: antagonists of human apelin receptor APJ, primary screen, CHO-K1 cells, beta-arrestin complementation, luminescence; P35414; inhibition, % at 20 µM; hit rate 0.32% among 330,000;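 active = inhibition above about 40% at 20 µM, limit read from the data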;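 also: cells challenged with 10 nM apelin-13 agonist together with compound; plate controls were apelin-13 plus DMSO wells for no effect and DMSO wells lacking apelin-13 for full effect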
Target sequence (P35414 whole entry, looked up): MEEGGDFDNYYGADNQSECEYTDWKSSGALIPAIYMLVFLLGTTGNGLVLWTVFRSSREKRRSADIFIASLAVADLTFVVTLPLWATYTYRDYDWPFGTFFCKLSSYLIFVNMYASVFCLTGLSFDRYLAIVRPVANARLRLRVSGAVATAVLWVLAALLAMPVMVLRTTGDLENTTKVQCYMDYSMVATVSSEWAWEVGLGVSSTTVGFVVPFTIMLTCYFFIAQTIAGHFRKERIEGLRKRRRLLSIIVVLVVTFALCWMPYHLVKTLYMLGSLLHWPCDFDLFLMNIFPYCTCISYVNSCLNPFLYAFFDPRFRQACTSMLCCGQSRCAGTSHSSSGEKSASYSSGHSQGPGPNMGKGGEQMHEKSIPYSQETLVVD
Jurkat NFkB inh: inhibitors of induced NF-kB luciferase reporter, primary screen, TCR NF-kB activation inhibitor project, cell-based, luminescence, uHTS | Jurkat, PMA/ionomycin-induced NF-kB luciferase reporter | inhibition, % at 4 µM | hit rate 0.53% among 330,000; in the data active = inhibition above about 50%
The depositor's hits bear a star; x = no result given.

SMILES	697 NFkB inh	CCR6 antagonist	EBI2 antag	Gli-Sufu antag	UBC13 inh	CXCR6 inh	APJ antag	Jurkat NFkB inh
Cn1c(N)c(Sc2ccccc2[N+](=O)[O-])c(=O)n(C)c1=O	14	8	3	-19	2	1	13	8
COc1ccc(CNC(=O)CN2C(=O)NC(c3ccccc3)(c3ccccc3)C2=O)cc1OC	x	0	-5	0	x	6	x	x
COc1ccc(NC(=O)COc2cccc(-n3cnnn3)c2)cc1	7	7	9	6	6	-2	0	-7
Cc1cccc(NC(=O)c2cc(N3CCOCC3)nc3ccccc23)c1	16	12	9	-1	24	-8	17	0
COc1cc(/C=C/C(=O)N2CCCc3ccccc32)cc(OC)c1OC	14	2	-3	7	0	3	-12	-6
O=C(c1ccccc1)N1CCN(C2CCCCC2)CC1	7	-6	-18	0	-5	2	-12	-10
COc1ccc(CCN(C)C(=S)NC(=O)c2ccc(F)cc2Cl)cc1OC	18	12	-9	-4	16	-3	6	2
CCOC(=O)CSc1nnc(-c2c[nH]c3ccccc23)o1	-12	8	-4	26	3	4	-6	-15
CCCCCC1C(C(=O)OCC)C(=O)NC1(C(=O)OCC)C(=O)OCC (stereo unspecified)	x	-3	6	2	x	4	x	x
COc1ccc(N2CC(C(=O)Nc3cc(C)on3)CC2=O)cc1 (stereo unspecified)	18	1	4	4	0	-7	-3	9
O=C(NCc1ccc2c(c1)OCO2)c1ccc(Br)s1	18	15	1	-12	21	1	-7	-3
O=C(Cc1nc2ccccc2[nH]c1=O)c1ccc(Cl)cc1	-41	6	-4	-72	-18	-1	28	-116
CCN(CC)S(=O)(=O)c1ccc(N(C)Cc2cccc(OC)c2OC)nc1	-6	3	-3	2	-1	-2	6	5
Cc1ccc2c(c1)N=C(c1ccccc1)CC(C(Cl)Cl)=N2	-245	19	11	-1	-29	14	9	-143
O=C(Cc1ccccc1)N1CCC(O)(c2cccnc2)CC1	-33	-7	3	2	-4	-7	6	-26
O=C(CN1CCN(C(=O)c2ccco2)CC1)Nc1cc(C(F)(F)F)ccc1Cl	-1	17	-7	12	3	-5	15	11
CCOC(=O)COc1ccc2c(=O)c(-c3ccccc3)coc2c1	15	-40	-3	0	0	-12	-10	4
O=C(c1cc(COc2cccc(C(F)(F)F)c2)on1)N1C[C@H]2CC[C@H]1C2	-44	3	-13	-3	3	1	-1	-59
O=C(O)CC[C@@H](C(=O)O)N1C(=O)c2ccccc2C1=O	9	9	-2	12	-1	5	16	4
O=C(Nc1ccccc1N1CCCC1)c1cc(Cl)ccc1Cl	-6	26	-10	2	8	5	5	-10
COc1ccc(C(=O)N/N=C/c2ccc(N3CCOCC3)s2)cc1OC	0	-4	-12	-13	-15	-17	-6	3
O=[N+]([O-])c1ccc(N/N=C/c2cn(Cc3ccc(F)cc3)c3ccccc23)nc1	x	43	14	3	x	29	x	x
Brc1ccc2nc(N3CCN(c4ccccc4)CC3)sc2c1	-175	-6	-14	-18	7	6	-5	-142
Cc1c(Cl)c([N+](=O)[O-])nn1CCCC(=O)Nc1cccc(Cl)c1	20	8	-2	-2	7	-4	3	5
Cc1cc(NC(=O)CN(C)S(=O)(=O)c2ccc(-c3ccc(=O)[nH]n3)s2)ccc1Br	-18	-11	-21	-23	-9	4	11	10
COc1cccc(/C=N/Nc2cc(N3CCOCC3)ncn2)c1O	-7	24	8	1	-13	-6	-3	34
CC(=O)NC1=NN(C(C)=O)C2(CCCC2)S1	17	-1	1	3	-6	-9	-40	-6
O=C(NCC1CCCO1)c1cn(-c2ccccc2)nc1-c1ccccc1 (stereo unspecified)	-34	14	-2	-8	-6	2	-10	-28
c1ccc(C(Cc2nc(-c3ccncc3)no2)c2ccccc2)cc1	-29	7	36	42	0	-4	-10	41
Cc1noc(C)c1NC(=O)Nc1cccc2c1O[C@H](CN(C)S(=O)(=O)c1cn(C)cn1)[C@@H](C)CN([C@H](C)CO)C2=O	2	11	-2	-5	0	45*	-6	-2
COC(=O)c1ccc(S(=O)(=O)N2CCN(C(c3ccccc3)c3ccccc3)CC2)n1C	-9	2	3	47	-2	0	0	-7
Cc1nc(N)sc1-c1csc(Nc2cccc(C(=O)O)c2)n1	9	11	-7	4	-16	-7	17	24
O=C(O)c1ccc(-c2noc(-c3cccc(F)c3)n2)cc1	-125	15	-9	-38	-5	-5	26	-54
CCCNC(=O)NC(=O)COc1c(F)c(F)cc(F)c1F	-2	15	-3	8	4	-8	12	0
CCN(C(=O)COC(=O)c1cc(S(=O)(=O)N2CCOCC2)c(Cl)cc1Cl)C1CCS(=O)(=O)C1 (stereo unspecified)	23	0	0	-1	6	-20	-6	16
Cc1cc(=O)n2nc(N3CCCC(C(=O)NCc4ccco4)C3)sc2n1 (stereo unspecified)	15	-2	5	18	-1	5	50*	14
O=C(CCN1CCCO1)NC1CCCc2c1cnn2-c1ccccc1F (stereo unspecified)	-12	22	-1	-10	4	2	18	-3
CC(=O)c1[nH]c(C)c(C(C)=O)c1C	9	7	9	-3	7	5	-12	-3
Clc1nc(-c2ccccc2)ncc1Oc1ccccc1	-20	4	7	41	-4	0	13	3
C/C(=N\NC(=O)C(C)Sc1ccccc1)C(C)(C)C (stereo unspecified)	22	-3	-11	-8	4	10	16	8
COC(=O)c1ccccc1NC(=O)CCn1c(=O)oc2ccccc21	6	11	-5	-4	5	-4	3	7
COC(=O)c1ccc(NC(=O)c2ccc[n+]([O-])c2)cc1	4	1	-9	4	4	-5	11	6
COc1ccc(CNC(=O)C2CCN(C(=O)N3CCOc4ccc(C)cc43)CC2)cc1	5	-12	0	-11	8	10	-9	8
O=C(CCc1nc(-c2ccc(Cl)cc2)no1)OCc1ccc(Br)cc1	-38	5	-10	-8	-14	-15	4	-14
Cc1ccccc1-n1c([C@@H]2C[C@H]2c2ccccc2)n[nH]c1=S	1	-1	-13	9	4	-34	-6	12

In the list so far, these have a COOH group.
SMILES	697 NFkB inh	CCR6 antagonist	EBI2 antag	Gli-Sufu antag	UBC13 inh	CXCR6 inh	APJ antag	Jurkat NFkB inh
O=C(O)CC[C@@H](C(=O)O)N1C(=O)c2ccccc2C1=O	9	9	-2	12	-1	5	16	4
Cc1nc(N)sc1-c1csc(Nc2cccc(C(=O)O)c2)n1	9	11	-7	4	-16	-7	17	24
O=C(O)c1ccc(-c2noc(-c3cccc(F)c3)n2)cc1	-125	15	-9	-38	-5	-5	26	-54

(continued)
SMILES	697 NFkB inh	CCR6 antagonist	EBI2 antag	Gli-Sufu antag	UBC13 inh	CXCR6 inh	APJ antag	Jurkat NFkB inh
Cc1ccc(C(=O)N(C)CC(=O)Nc2ccc(F)c(F)c2F)o1	-9	5	-12	x	-15	-7	18	3
O=C(/C=C/c1cccc([N+](=O)[O-])c1)c1ccc2c(c1)OCCO2	22	11	15	-30	9	1	7	13
COC(=O)c1ccc(C2c3[nH]c4ccccc4c3C[C@H]3C(=O)N(C4CC4)CC(=O)N23)cc1 (stereo partly specified)	14	-2	-14	6	-6	-6	-17	-18
Cc1cc(Cl)c(OCCOCCN2CCC(C)CC2)c(Br)c1	-9	-14	-4	7	-5	4	-6	-6
COC(=O)c1ccc(/C=C/c2c(-c3ccc(OC)cc3)sc3ccccc23)cc1	-4	6	-5	-3	-2	-2	-13	1
O=C(CSc1nnc(CNC(=O)c2cccs2)o1)Nc1ccccc1C(F)(F)F	-3	22	-12	20	9	2	27	-4
Cc1ncsc1CCOC(=O)c1ccc(Cl)cc1	1	17	3	-14	4	9	4	-11
COc1cccc(/C=N/NC(=O)c2cccc3ccccc23)c1OC	-1	16	3	6	-3	3	-1	-1
CCOc1ccc(NS(=O)(=O)c2cccc(C(=O)NCC3(N(C)C)CCCCC3)c2)cc1	1	11	-14	18	3	-5	-3	2
CC(=O)Nc1ccc(S(=O)(=O)Nc2nc3ccc(C)cc3s2)cc1	2	15	0	3	-2	-4	8	7
COc1ccc(-c2c(C)nn3c(N4CCOCC4)cc(C)nc23)cc1OC	x	12	-9	9	x	-5	x	x
Cc1ccc2ncnc(Oc3ncccc3[N+](=O)[O-])c2c1	-23	-11	-4	-7	4	-11	-7	-1
CC(C)(C)NC(=O)C(c1ccc(O)cc1)N(C(=O)Cn1nnc(-c2ccc(F)cc2)n1)c1ccccc1F (stereo unspecified)	19	-10	21	4	-2	15	15	1
COc1ccc(N2CCN(c3nc(Cl)nc(Nc4ccc(F)cc4)n3)CC2)cc1	-14	-4	8	6	-15	-3	5	-13
COc1ccc(NC(=O)Nc2ncn(Cc3cccc(C(F)(F)F)c3)n2)cc1OC	-3	-7	3	-2	-16	-3	3	6
CCCCNC(=O)OC(C)CNC(=O)Oc1cccc(C)c1 (stereo unspecified)	4	-9	-12	-6	-2	-2	-9	-2
O=C(c1ccc([N+](=O)[O-])cc1[N+](=O)[O-])N1CCc2ccccc21	-15	40	4	17	-8	38	8	7
C=CCn1c(SCc2cccnc2)nnc1-c1ccncc1	-9	-8	-6	-6	1	-3	9	-2
CCCCN1C(=S)NC[C@@H]1c1ccccc1	-3	2	3	3	2	-6	5	3
O=C1CCCC2=C1CC(C(=O)OCc1ccccc1)C(=O)N2Cc1ccccc1 (stereo unspecified)	x	2	-7	-8	x	10	x	x
CC1CN(C(=O)/C=C/c2cccc([N+](=O)[O-])c2)CC(C)O1 (stereo unspecified)	-2	0	2	2	-15	-2	2	-31
Cc1ccc(/C=C2\C(=N)N3N=C(CC(=O)N4CCOCC4)SC3=NC2=O)o1	18	15	-1	39	-13	-6	3	-3
COC(=O)c1[nH]c2ccc(C)cc2c1NC(=O)NC1CCCCC1	16	-12	-9	3	7	2	5	17
Cc1ccccc1NC(=O)COc1ccc(Br)cc1C	10	2	3	-7	6	-4	11	-3
Cc1nn(C(C)C(=O)NCC2CCCO2)c(=O)c2cc3occc3n12 (stereo unspecified)	8	5	-3	-11	2	-4	7	7
